12-hLO inh: 12-hLO (ALOX12) enzyme inhibition | hit rate 0.12% among 150,000 | Potency, µM (series often up to 57.1 µM), for the others: at the top dose activity change, negative = inhibition, actives largely listed as inhibitors | purified 12-hLO, xylenol orange hydroperoxide absorbance; note: potency is the fitted concentration of half-maximal effect; nearly all actives have a fitted effect of over 55% in size; many of its hits are not listed in these tables
Target sequence (P18054 whole entry, looked up): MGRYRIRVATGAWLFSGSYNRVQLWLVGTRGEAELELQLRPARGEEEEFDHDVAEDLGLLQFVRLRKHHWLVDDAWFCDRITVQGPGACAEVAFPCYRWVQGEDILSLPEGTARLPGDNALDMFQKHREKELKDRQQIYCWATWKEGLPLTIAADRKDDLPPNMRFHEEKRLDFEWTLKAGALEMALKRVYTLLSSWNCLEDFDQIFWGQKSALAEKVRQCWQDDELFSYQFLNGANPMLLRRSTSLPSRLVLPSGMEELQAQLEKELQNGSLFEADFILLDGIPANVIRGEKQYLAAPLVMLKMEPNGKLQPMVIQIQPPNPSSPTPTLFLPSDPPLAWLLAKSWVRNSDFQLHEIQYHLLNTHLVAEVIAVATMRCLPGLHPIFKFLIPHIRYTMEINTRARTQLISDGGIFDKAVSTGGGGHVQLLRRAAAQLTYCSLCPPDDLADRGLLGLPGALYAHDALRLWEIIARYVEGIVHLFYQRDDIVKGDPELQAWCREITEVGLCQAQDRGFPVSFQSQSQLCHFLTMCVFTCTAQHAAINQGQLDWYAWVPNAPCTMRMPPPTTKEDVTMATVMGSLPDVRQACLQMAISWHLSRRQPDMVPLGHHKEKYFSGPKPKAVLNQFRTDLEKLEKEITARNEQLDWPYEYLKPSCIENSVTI
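Hydroperoxide output read as Fe(III)-xylenol orange absorbance, 573-to-405 nm ratio, after 30 min reaction with 40 uM arachidonic acid. Enzyme: 150 nM purified human 12hLO, 15 min compound preincubation; 25 mM Hepes pH 7.0, room temperature.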
15-hLO-2 inh: 15-hLO-2 (ALOX15B) enzyme inhibition; purified 15hLO-2, xylenol orange hydroperoxide absorbance; Potency, µM (titrated, usually from 57.1 µM), for the others: at the highest dose activity change, negative = inhibition, actives largely listed as inhibitors; hit rate 0.56% among 110,000; AID 881; note: potency is the fitted concentration of half-maximal effect; nearly all actives have a fitted effect of over 60% in size; many of its hits are not listed in these tables
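Purified human 15hLO-2 (50 nM final) preincubated with compounds 15 min at room temperature in 25 mM Hepes pH 7.5, 0.01% Triton X-100, then 45 uM arachidonic acid added for 90 min; hydroperoxide detected via ferrous/xylenol orange, 573/405 nm absorbance ratio.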
IMPase cell inh: membrane-permeable compound that blocks inositol monophosphatase | AID 901 | 120,000 tested, under 10 active | inhibition (IP1 accumulation), % at 46.1 µM | CHO-M1 cells, IP1 accumulation, HTRF TR-FRET ratio | P97697; active = well fitted curve in the direction sought with a large enough effect in the signal ratio, not every such curve was filed as active; inconclusive = small, poorly fitted or top-dose-only effect, or a change in a side signal; inactive = no such curve, though single readings can be large or run the other way; the % refers to the signal ratio;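 note: cells stimulated with carbachol in lithium chloride buffer; plate controls were DMSO basal wells for no effect and reference inhibitor wells for full effect; higher means more IMPase inhibition seen as more IP1 and lower FRET ratio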
Target sequence (P97697 whole entry, looked up): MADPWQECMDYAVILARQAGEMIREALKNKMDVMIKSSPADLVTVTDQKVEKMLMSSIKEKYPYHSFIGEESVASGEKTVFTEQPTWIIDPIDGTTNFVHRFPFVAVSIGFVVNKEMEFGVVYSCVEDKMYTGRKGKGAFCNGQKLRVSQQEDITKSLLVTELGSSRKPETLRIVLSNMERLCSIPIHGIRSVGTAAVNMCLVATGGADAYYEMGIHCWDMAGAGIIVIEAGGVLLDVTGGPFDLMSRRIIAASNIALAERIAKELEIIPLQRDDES
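CHO-M1 cells (CHO stably expressing M1 receptor), compound up to 46 uM final, stimulated with carbachol (50 uM as added) in buffer with 50mM LiCl, pH 7.4, 30 min at 37C. Cytosolic IP1 read by TR-FRET; AC50 from Hill fits.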
PNC assembly inh: inhibitors of perinucleolar compartment assembly | hit rate 3.1% among 140,000 | AID 2417 | activity change (PNC), negative = inhibition, % at 10 µM | PC3M PTB-GFP, PNC prevalence imaging, 16 h; active compounds read low;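 active = readout at or below -70, meaning at least 70% loss of cells showing the perinucleolar compartment, a nuclear body marking cancer cells; inconclusive = readout between -30 and a set limit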;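 note: plate controls were DMSO wells for no effect and camptothecin positive control wells for full effect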
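PC3M cells stably expressing PTB-GFP, 750–1000 cells/well, treated 16 h at 37 °C with compound (23 nl of library stock), in duplicate. After paraformaldehyde fixation and Hoechst stain, imaged at 20x; PNC prevalence scored by image analysis.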
Numbers without * were called inactive; ? = inconclusive; . = no result given; [ ] = dose if it differs, or a comment. Unless noted, calls come from the whole dose curve; as a rule, active = well fitted curve in the direction sought with a large enough effect; inconclusive = small, poorly fitted or top-dose-only effect, or another doubt; inactive = no such curve, though single readings can be large; an effect the other way counts as inactive or inconclusive. Unless noted, % is set by controls: 0 for no effect and ±100 for the full control effect. This is a subset, so the mix of outcomes need not match the whole.

The first 2 records (preview)
SMILES	12-hLO inh	15-hLO-2 inh	IMPase cell inh	PNC assembly inh
Cc1ccc(NC(=O)CSc2nc(O)c(Cc3ccccc3)c(=O)n2-c2ccccc2)cc1	-12%	.	.	?
Cc1ccc(CNS(=O)(=O)NCc2ccccc2)cc1	6%	1%	1	18

Main list, from the first entry:
SMILES	12-hLO inh	15-hLO-2 inh	IMPase cell inh	PNC assembly inh
Cc1ccc(NC(=O)CSc2nc(O)c(Cc3ccccc3)c(=O)n2-c2ccccc2)cc1	-12%	.	.	?
Cc1ccc(CNS(=O)(=O)NCc2ccccc2)cc1	6%	1%	1	18
c1ccc2c(c1)C(=NCC1CCCO1)NC2=NCC1CCCO1 (stereo not given)	-9%	7%	1	18
CN(C)c1nc2c(Br)c(Br)c(Br)c(Br)c2[nH]1	-7%	13%	-13	.
O=C(OCCOc1ccccc1Cl)c1ccc(-n2cnnn2)cc1	-4%	-10%	9	-10
O=C(c1ccc(C#Cc2ccccc2)o1)N1CCN(c2ccccn2)CC1	5%	11%	1	?
COC(=O)C1=CN(CCCN2CCCC2=O)C=C(C(=O)OC)C1c1cccs1	-2%	-2%	0	-21
CN(C)CC/C=C1/c2ccccc2COc2ccccc21	14%	18%	.	.
Cc1ccc(C2(C)NC(=O)N(CC(=O)NC(=O)NCCC(C)C)C2=O)cc1 (stereo not given)	-11%	1%	10	-14
O=Cc1ccc(OCC(=O)NC(=O)NC2CCCCC2)cc1	6%	5%	-6	?
COc1ccc(NC(=O)CSc2nnc(C3CC3)n2N)cc1	3%	-3%	0	38
O=C(Nc1nccs1)c1ccccc1[N+](=O)[O-]	1%	.	-1	-15
CCOc1ccc(OCC)c(NC(=O)C2CCCN(S(=O)(=O)c3cnc[nH]3)C2)c1 (stereo not given)	-3%	5%	0	?
COCCn1nnnc1C(c1ccccn1)N1CCN(c2cc(C)ccc2C)CC1 (stereo not given)	-1%	-4%	-9	16
COC(=O)Cn1cc(/C=N/NC(=O)COc2cccc3cccnc23)c2ccccc21	0%	.	6	-6

Another view of some results above:
| smiles | 12-hLO inh | 15-hLO-2 inh | IMPase cell inh | PNC assembly inh |
| --- | --- | --- | --- | --- |
| O=C(c1ccc(C#Cc2ccccc2)o1)N1CCN(c2ccccn2)CC1 | 5% | 11% | 1 | ? |
| COC(=O)C1=CN(CCCN2CCCC2=O)C=C(C(=O)OC)C1c1cccs1 | -2% | -2% | 0 | -21 |

Continued.
SMILES	12-hLO inh	15-hLO-2 inh	IMPase cell inh	PNC assembly inh
O=C(C1CCN(S(=O)(=O)c2ccccc2)CC1)N(CCc1ccccc1)Cc1ccco1	-5%	-15%	1	-4
O=C1CCC(=O)N1CCOP1(=O)COc2ccccc2OC1	-5%	-2%	-4	24
Cc1cc(NC(=O)Cc2cccs2)no1	-4%	?	4	30
CC(C)c1ccc(N2C(=O)CC(Sc3nc4ccccc4o3)C2=O)cc1 (stereo not given)	-9%	-26%	2	24
COc1cccc(CC(=O)Nc2nccs2)c1	4%	-1%	4	?
COc1cccc(/C=N/NC(=O)c2ccc(-c3ccccc3)cc2)c1O	1%	-1%	-1	23
Cc1cc(C(=O)NCc2ccco2)no1	5%	0%	8	-23
COc1ccc(NC(=S)N2CCN(CCN=CC3=C(O)CC(c4ccccc4)CC3=O)CC2)cc1 (stereo not given)	0%	.	.	12
C=CCN(C(=O)CNC(=O)c1ccco1)C(C(=O)NC1CCCCC1)c1ccccc1 (stereo not given)	-2%	-2%	6	12
COC(=O)c1ccc(C(=O)OC)c(NC(=O)CN2CCN(c3ccccc3OC)CC2)c1	-3%	10%	-8	-6
Nc1cccc(CCc2nc3cc4ccccc4cc3[nH]2)c1	0%	.	2	-18
CC1=C(C(=O)OCC(Br)(Br)Br)C(c2ccc(Br)cc2)NC(=O)N1CCCC(=O)O (stereo not given)	0%	.	.	67
CCNC(=O)NC(=O)CSc1cccc(C(F)(F)F)c1	-4%	-8%	8	?
CC(=O)Nc1cc2c(nc1C)nc(C)n2Cc1ccc(Br)cc1	-1%	2%	-3	?
CC(C)(C)c1nnc(NC(=O)C2CCN(c3ncccn3)CC2)s1	-2%	-1%	-11	65

A section taken from the entries so far:
SMILES	12-hLO inh	15-hLO-2 inh	IMPase cell inh	PNC assembly inh
CC1=C(C(=O)OCC(Br)(Br)Br)C(c2ccc(Br)cc2)NC(=O)N1CCCC(=O)O (stereo not given)	0%	.	.	67
CCNC(=O)NC(=O)CSc1cccc(C(F)(F)F)c1	-4%	-8%	8	?
CC(=O)Nc1cc2c(nc1C)nc(C)n2Cc1ccc(Br)cc1	-1%	2%	-3	?
CC(C)(C)c1nnc(NC(=O)C2CCN(c3ncccn3)CC2)s1	-2%	-1%	-11	65

New compounds follow.
SMILES	12-hLO inh	15-hLO-2 inh	IMPase cell inh	PNC assembly inh
CC(C)Cn1c(SCC(=O)NC(=O)Nc2ccc3c(c2)OCCO3)nc2ccccc2c1=O	-5%	-18%	-7	3
CCc1sc(NC(=O)COC)nc1-c1ccccc1	-5%	-8%	11	-23
Cc1ccc(C2N(c3ccccc3)C(=S)N3CCCN23)cc1 (stereo not given)	-10%	1%	9	43
CN1/C(=C\C(=O)c2ccccc2Cl)c2ccccc2CC1(C)C	-9%	.	.	?
COc1ccc(NC(=O)CSc2nnc(-c3ccccc3C)n2C)cc1	6%	-2%	-3	?
Cc1oc(C2CC2)cc1C(=O)O	0%	-7%	5	-1
CCOC(=O)c1[nH]c2ccccc2c1CCCN1C(=O)c2ccccc2C1=O	-3%	12%	10	99
CC(C(=O)NCc1ccccc1)N(CCN1CCOCC1)C(=O)c1snc(C(N)=O)c1N (stereo not given)	-2%	0%	5	-22
Cc1nn(CCO)c(C)c1Oc1ccccc1O	1%	-2%	2	8
Cc1cccn2c(=O)c3cc(C(=O)O)n(C)c3nc12	2%	.	.	?
Cc1ccc(C)n1-c1ccc(C(=O)Nc2ccccc2)cc1	0%	.	.	-14
O=C(COC(=O)c1ccc([N+](=O)[O-])s1)Nc1ncc(C(F)(F)F)cc1Cl	-6%	.	0	?
CCN(CC)S(=O)(=O)c1ccc(C2CNC(=O)C2)cc1 (stereo not given)	-1%	-4%	-7	-23
Cc1ccc(N2C(=O)c3ccccc3C2=O)cc1C	-5%	.	?	122
Cc1cc(C)n(C(=O)c2c([N+](=O)[O-])cnn2C)n1	1%	.	-8[0.369 µM]	?
CCOC(=O)c1oc2ccc(CNCCO)c(Cl)c2c1C	6%	12%	7	-17
CCn1c(SCC(=O)N2CCc3ccccc3C2)nc2c1c(=O)n(C)c(=O)n2C	-2%	-6%	3	21
CCOc1ccc(NC(=S)NC(C)c2cccs2)cc1 (stereo not given)	-13%	.	.	35
COC(=O)C1C(C(C)C)N(c2ccccc2)OC1(C)O (stereo not given)	-11%	-18%	1	-8
CCS(=O)(=O)N1CCC(C(=O)Nc2cccc(C(C)=O)c2)CC1	1%	-5%[11.4 µM]	-5[1.84 µM]	-9
CC1=C(C)CC(C(=O)NNC(=O)c2ccccc2O)C(C(=O)O)C1 (stereo not given)	-8%	8%	-5	30
COc1ccc(CSc2nnc(C)n2N)cc1	-2%	5%	-5	?
CC1(C)Cc2c(sc(/N=C/N3CCCC3)c2C#N)C(C)(C)N1	-1%	.	.	-12
CCCCCCn1c(N2CCN(c3ccccc3)CC2)nc2c1c(=O)[nH]c(=O)n2C	1%	.	14	-15
CN(C1CCS(=O)(=O)C1)S(=O)(=O)c1ccccc1[N+](=O)[O-] (stereo not given)	-1%	.	.	14
O=C(COc1ccc2ccccc2c1)NNC(=O)Cc1ccccc1	-1%	.	.	2
Cc1cccc(NC2(C(F)(F)F)N=C3SCCN3C2=O)n1 (stereo not given)	1%	-4%	7	20
Cc1ccc(NC(=O)/C(CN(C)C)=N\O)cc1	1%	-6%	-18	?
O=C1C(C23CC4CC(CC(C4)C2)C3)C(=O)N(c2ccccc2)N1c1ccccc1	-4%	.	?	?
Cc1ccc(S(=O)(=O)NCc2ccc(C(=O)N(C)CCC#N)cc2)cc1	-2%	-6%	-10	?
COc1ccccc1-n1c(C)nnc1SCC(=O)Nc1cccc(C(C)=O)c1	-1%	3%[11.4 µM]	0[1.84 µM]	?
Cc1ccc2nc(NC(=O)C3CCN(S(=O)(=O)c4ccc5c(c4)oc(=O)n5C)CC3)sc2c1	-4%	1%	7	0
O=C(NCc1cccc(Cl)c1)c1cnccn1	-6%	8%	?	2
CC(=O)N1N=C(c2cccc([N+](=O)[O-])c2)OC1c1ccccc1Cl (stereo not given)	-7%	-2%	12	35
CN1C[C@@H]2C(c3ccc(Cl)nc3)C3(c4ccccc4)CC2(C3)[C@H]1c1ccccc1 (stereo not given in full)	1%	27%	.	.
O=C(OCc1nnc(-c2ccccc2)o1)C1=COCCO1	-5%	-2%	-1	3
O=C(N1CCOCC1)N1CCN(S(=O)(=O)c2ccccc2)C1	2%	9%	-1	-11
CC(=O)Nc1ccc(-c2csc(NCc3ccco3)n2)cc1	-10%	.	0	18
Cc1ccc(-n2c3nc(=O)[nH]c(=O)c-3cc3c(C)nn(-c4ccccc4)c32)c(C)c1	-3%	.	.	?
Cc1cc(C)cc(NC(=S)NC(=O)CCN2C(=O)c3ccccc3C2=O)c1	7%	?	-1	55
CN(C)c1cc[n+](Cc2c(Cl)cccc2Cl)cc1	0%	.	19	-12
Cc1cccc(-n2c(N)cc(=O)nc2SCC(=O)Nc2nnc(C)s2)c1	-1%	-4%	-6	43
COc1cccc(CNC(=O)C2CCCN(S(=O)(=O)c3c(C)[nH]c(=O)[nH]c3=O)C2)c1 (stereo not given)	2%	-5%	-4	-28
CCOC(=O)N1CCN(Cc2nc3c(c(=O)[nH]c(=O)n3C)n2Cc2cc(C)ccc2C)CC1	-2%	0%	-3	36
Nc1nc(Cl)cc(Sc2ccc3ccccc3c2)n1	-7%	.	6	42

An excerpt from above in order of SMILES length, low to high:
SMILES	12-hLO inh	15-hLO-2 inh	IMPase cell inh	PNC assembly inh
CC(=O)Nc1ccc(-c2csc(NCc3ccco3)n2)cc1	-10%	.	0	18
COc1ccccc1-n1c(C)nnc1SCC(=O)Nc1cccc(C(C)=O)c1	-1%	3%[11.4 µM]	0[1.84 µM]	?
Cc1ccc(-n2c3nc(=O)[nH]c(=O)c-3cc3c(C)nn(-c4ccccc4)c32)c(C)c1	-3%	.	.	?

Continued.
SMILES	12-hLO inh	15-hLO-2 inh	IMPase cell inh	PNC assembly inh
O=C1CC(c2ccccc2)CN1Cc1ccccc1 (stereo not given)	-1%	1%	1	-20
COc1ccc(CC(=O)Nc2cc(Cl)ccc2O)cc1	3%	-7%	-1	43
COC(=O)c1cc(C)sc1NC(=O)C1CC=CCC1C(=O)O (stereo not given)	2%	-2%	?	51
O=C(OCc1c(Cl)cccc1Cl)c1ccccn1	-2%	0%	-3	8
COCCNC(=O)c1ccc(-n2c(SCc3cc(F)ccc3F)nc3ccccc3c2=O)cc1	-2%	.	.	12
O=S(=O)(c1cccs1)n1cccn1	3%	-2%	5	48
c1ccc(-c2nc3ccccc3c3nc4ccccc4n23)cc1	0%	.	1	?
O=C(COC(=O)Cc1cccc2ccccc12)Nc1ccccc1-c1ccccc1	-8%	.	6	1
O=C(NC1CC1)c1cc(=O)c2ccccc2o1	8%	-7%	-2	?
CCOC(=O)N1CCC(Nc2c(Nc3ccc(F)cc3)c(=O)c2=O)CC1	13%	-4%	-7	3
Cc1c(NC(=O)c2ccc3c(c2)C(=O)N(CC2CCCO2)C3=O)cccc1C(=O)O (stereo not given)	3%	5%	0	-81*
O=C(NCc1ccccn1)c1cc(-c2ccccc2Cl)nc2ccccc12	10%	.	.	-88*
